Screening data from PubChem.
Neddylation inh: blocks human cullin neddylation. TR-FRET cullin neddylation, biochemical. calls only at 25 µM. AID 651699. 360,000 tested, 0.58% active. P61081+Q13564; in the data active = inhibition above about 36%
Scp-1 inhibitor: Scp-1 (human) phosphatase inhibition. Q9GZU7. Recombinant Scp1, phosphopeptide, malachite green phosphate absorbance. inhibition, % at 20 µM. 340,000 tested, 0.88% active. AID 493091;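 active = inhibition above about 50% at 20 µM, limit read from the data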;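 note: plate controls were DMSO wells with enzyme for no effect and wells lacking enzyme for full effect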
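Times: enzyme reaction 45 min at room temperature, colour 5 min, stabilisation 30 min. Material: SCP-1 catalytic fragment, aa 76-261. Medium: Acidic Tris acetate buffer with magnesium and detergent. Signal: colorimetric free-phosphate detection, absorbance 630 nm. Read-out basis: % inhibition of SCP-1 phosphate liberation. Reagent: Phosphorylated 17-residue peptide substrate.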
SUMO1 PPI mod: modulators of human SUMO1-mediated protein-protein interactions | inhibition, % at 20 µM | SUMO1 binding to a labelled peptide, TR-FRET, 1 h | 360,000 tested, 0.33% active; in the data active = inhibition above about 37%
SKN-1 block: inhibitors of C. elegans SKN-1 | AID 624304 | inhibition, % at 21.8 µM | 360,000 tested, 0.49% active | C. elegans VP596 Pgst-4::GFP/RFP ratio, acrylamide-induced, 24 h;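 active = interference check ratio from 0.5 to 1.5 plus GFP to RFP signal ratio inhibition reaching or exceeding a fixed threshold, cut at about 30% in these data, passing the limit was not always enough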; note: some compounds called inactive have numbers as strong as hits
LMPTP block: blocks human LMPTP phosphatase. P24666. inhibition, % at 20 µM. 360,000 tested, 0.22% active. recombinant LMPTP-A, OMFP fluorogenic substrate, fluorescence intensity;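 active = compounds that cut the enzyme signal by at least half of the control window in the single-dose screen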;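 note: plate controls were DMSO wells with enzyme plus substrate for no effect and substrate without enzyme for full effect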
Target sequence (P24666 whole entry, looked up): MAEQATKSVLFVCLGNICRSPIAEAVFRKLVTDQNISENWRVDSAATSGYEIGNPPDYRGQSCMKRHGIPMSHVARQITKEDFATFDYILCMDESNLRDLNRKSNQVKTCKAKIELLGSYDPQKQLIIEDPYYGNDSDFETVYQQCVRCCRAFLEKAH
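Test system – LMPTP-A enzyme · Amount – LMPTP-A at 0.625 nM final in the reaction · Buffer or medium – Bis-Tris pH 6.0, DTT, detergent · Reagent – OMFP 400 µM · Doses – single 20 µM dose · Schedule – reaction 50 min, room temperature, dark · Detection – fluorescence intensity of OMFP turnover product · Evaluation – percent inhibition versus substrate-only and uninhibited controls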
NadD block: NadD (S. aureus) enzyme inhibition; AID 602399; purified NadD enzyme, colorimetric absorbance read-out; inhibition, % at 20 µM; 360,000 tested, 0.78% active; in the data active = inhibition above about 26%; note: some compounds past the cut are filed as inactive
DNMT1 block: blocks human DNA methyltransferase DNMT1 | P26358 | inhibition (reported as % activation of signal), % at 10 µM | 360,000 tested, 0.83% active | AID 588458 | DNMT1 molecular beacon, Hinp1I cleavage, fluorescence; in the data active = inhibition above about 50%
Tb MetRS inh: blocks T. brucei methionyl-tRNA synthetase activity; purified T. brucei MetRS, ATP depletion, Kinase-Glo luminescence; inhibition, % at 11.9 µM; 360,000 tested, 0.4% active; AID 624268;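 active = inhibition above a per-plate cutoff of the control wells' mean inhibition plus 3 SD, cut at about 5.5% in these data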;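 note: 0% = DMSO wells median and 100% = median of wells with control inhibitor compound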
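Test system – parasite MetRS enzyme · Reagent – substrates ATP, L-methionine and bulk Escherichia coli tRNA · Doses – 11.9 µM compound single dose, 0.9% DMSO · Times – 15 min enzyme-compound preincubation, 2 h reaction, 10 min detection, 25 °C · Signal – Kinase-Glo luminescence, ATP depletion format · Controls – DMSO-only wells as low control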
NRP1-CendR mod: alters CendR peptide binding to human NRP-1. O14786. FAM-RPARPAR peptide binding to NRP-1, fluorescence polarization. inhibition, % at 25 µM. 360,000 tested, 0.85% active. AID 602438;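 active = inhibition or corrected inhibition above about 18%, plus a signal ratio from 0.5 to 1.5, limit read from the data, passing the limit was not always enough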; note: strong numbers were not always called active
Target sequence (O14786 whole entry, looked up): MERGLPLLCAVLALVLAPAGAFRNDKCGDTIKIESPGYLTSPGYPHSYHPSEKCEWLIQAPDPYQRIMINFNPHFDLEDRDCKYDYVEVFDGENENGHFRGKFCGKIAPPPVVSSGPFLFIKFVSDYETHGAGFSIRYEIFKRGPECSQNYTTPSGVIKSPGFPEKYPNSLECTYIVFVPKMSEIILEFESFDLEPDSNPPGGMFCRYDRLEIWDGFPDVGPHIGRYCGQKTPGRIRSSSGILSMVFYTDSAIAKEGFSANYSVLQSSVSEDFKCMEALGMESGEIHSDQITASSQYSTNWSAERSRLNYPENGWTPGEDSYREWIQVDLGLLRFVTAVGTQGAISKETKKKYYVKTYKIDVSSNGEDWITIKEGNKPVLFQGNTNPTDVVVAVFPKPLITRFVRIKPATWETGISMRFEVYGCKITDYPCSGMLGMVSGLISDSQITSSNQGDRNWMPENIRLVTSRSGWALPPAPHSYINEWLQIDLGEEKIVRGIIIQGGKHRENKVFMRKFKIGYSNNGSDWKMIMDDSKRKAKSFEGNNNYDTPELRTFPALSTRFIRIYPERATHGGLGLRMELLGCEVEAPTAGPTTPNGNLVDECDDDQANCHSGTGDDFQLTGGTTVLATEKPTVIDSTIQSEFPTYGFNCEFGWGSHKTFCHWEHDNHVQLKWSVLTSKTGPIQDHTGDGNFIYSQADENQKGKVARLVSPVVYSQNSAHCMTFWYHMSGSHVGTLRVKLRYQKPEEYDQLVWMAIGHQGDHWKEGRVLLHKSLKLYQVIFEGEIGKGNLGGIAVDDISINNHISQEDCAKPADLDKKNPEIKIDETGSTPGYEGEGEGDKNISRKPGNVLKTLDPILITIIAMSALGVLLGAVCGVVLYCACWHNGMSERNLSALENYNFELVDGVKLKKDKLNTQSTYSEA
STEP block: inhibitors of human striatal-enriched phosphatase STEP | P54829 | recombinant STEP, OMFP fluorogenic substrate, fluorescence | inhibition, % at 20 µM | 360,000 tested, 0.25% active;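 active = inhibition at 20 µM, scaled per plate between control wells, above about 37%, limit read from the data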;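 note: 0% = DMSO with enzyme and substrate and 100% = substrate only without enzyme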
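Measure: Control-normalized % inhibition with plate pattern correction | Test system: STEP phosphatase, cell-free reaction | Medium: pH 6.0 Bis-Tris with DTT and Tween 20 | Technique: Fluorescence, 480/540 nm | Times: Reaction 20 min, ambient temperature | Doses: Single compound dose of 20 µM, 1% DMSO final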
Active calls of the source: *; i = inactive; . = no result given; + = active, no number.

Each structure is followed by: Neddylation inh, Scp-1 inhibitor, SUMO1 PPI mod, SKN-1 block, LMPTP block, NadD block, DNMT1 block, Tb MetRS inh, NRP1-CendR mod, STEP block
- CCOC(=O)C1CN(S(=O)(=O)c2ccc(OC)cc2)c2ccccc2O1 (stereo not drawn)
    i, 1, -2, -8, -0.6, -7, -8, -1.2, -4, -1
- COc1cc(CC(=O)Oc2ccc3c(c2)OCO3)cc(OC)c1OC
    i, -5, -1, -18, -1.9, -7, 1, 0.0, -7, -1
- COc1cccc(-c2nn[nH]n2)c1O
    i, -5, 3, 12, -1.4, 1, 0, 0.0, -2, 5
- CSCc1c(C(=O)OCC(=O)c2ccc[nH]2)oc2ccccc12
    i, 7, -12, -8, 3.8, -1, 2, -0.4, -4, 1
- Cc1ccc(Nc2c(N)c(=O)oc3ccccc23)cc1
    i, -6, -16, 7, 1.2, 5, -1, -0.4, 0, -1
- COc1ccc(N2CC(C(=O)OCC(=O)Nc3cccc(C)c3C)CC2=O)cc1 (stereo not drawn)
    i, -7, 8, -7, -0.5, 4, 0, 0.1, 5, -3
- COc1ccc(N(CC(=O)NC2CCCC2)C(=O)Cn2nnc(-c3ccc(C)o3)n2)c(OC)c1
    i, -5, 1, 23, -2.1, -8, -2, -0.5, 5, 2
- CCCCN(C(=O)C(C)N1C(=O)c2ccccc2C1=O)c1c(N)n(CC(C)C)c(=O)[nH]c1=O (stereo not drawn)
    i, -2, 1, 14, -1.7, 2, 2, -0.2, 4, -2
- CC1(C)CC(N2CN(C3CCCCC3)CC2=O)CC(C)(C)N1
    i, 3, 2, -17, -1.4, -1, 3, -1.1, 10, 1
- C/C(CC(=O)NCc1ccco1)=N\NC(=O)COc1ccc(Cl)cc1Cl
    i, 1, -3, -9, -0.4, -9, -3, 0.1, 4, -1
- Cc1nc(Nc2ccc(C(=O)O)cc2)sc1-c1ccccc1
    i, -10, 14, 9, 0.0, 3, 2, -0.7, -3, -2
- N#Cc1ccccc1NC(=O)COC(=O)c1c[nH]c2ccccc12
    i, 3, 0, -4, 1.2, -8, 0, -0.5, 2, -3
- Cc1nc(C(=O)Nc2cc(Cl)ccc2Cl)nn1-c1cc(OC(C)C)c(Cl)cc1Cl
    i, -9, 0, 29, -0.3, 10, 3, -0.6, 1, -5
- Cc1ccc(C2C(C=Nc3c(C)n(C)n(-c4ccccc4)c3=O)=C(c3ccccc3)Oc3ccccc32)cc1 (stereo not drawn)
    i, 10, -2, 11, 7.1, 38*, -4, -0.7, 5, 4
- CCOC(=O)Nc1ccc2nc(N3CCCCCC3)sc2c1
    i, -4, -4, 24, 0.8, -4, -1, -1.0, 4, -1
- Cc1ccc(S(=O)(=O)Oc2ccccc2/C=C2/SC(=O)NC2=O)cc1
    i, -11, -13, -9, -2.0, 1, 0, 0.3, -8, -1
- O=C/C(=C\Nc1ccc(Br)cc1)c1nc2ccccc2o1
    i, -8, 3, 7, -0.2, -4, -1, -0.1, 4, 0
- O=C(CSc1nc2cc(Cl)ccc2o1)NC1CC1
    i, -8, 0, -5, -1.1, -3, 4, -0.3, -5, -4
- CCn1cc(Cl)c(C(=O)Nc2nc3ccccc3n2CCN2CCCCC2)n1
    i, -7, -2, -9, -1.6, -8, 5, -0.6, -6, -3
- CC(NC(=O)C(C)N1CCN(Cc2ccccc2)CC1)c1ccc(F)cc1 (stereo not drawn)
    i, -6, -11, -5, 0.4, -4, -1, -0.1, -4, 0
- Cc1ccc(S(=O)(=O)NCc2ccccc2)cc1C(=O)N(C)CC(=O)Nc1ccccc1Br
    i, -15, -21, 6, -10, 3, 0, 0.3, 2, -2
- CCn1c(SCC(=O)NC2CCCCC2)nnc1C(CO)NC(=O)c1ccccc1 (stereo not drawn)
    i, 2, 13, 6, 0.8, -5, 3, -0.7, 2, 0
- CC(=O)c1c(C(=O)O)c2ccccc2[nH]c1=O
    ., -8, 0, -8, -1.4, -3, 1, -0.6, 4, 0
- Cc1ccc(-n2ncc3c(NCc4cccnc4)ncnc32)c(C)c1
    i, 0, 19, 11, -0.7, 3, 8, -0.1, -3, -4
- O=C(O)c1ccccc1C(=O)Nc1nc(-c2ccccc2)cs1
    i, -9, -4, -27, -1.3, 3, 0, 0.0, -7, 2
- CCOc1ccccc1OCCCC(=O)OCC(=O)Nc1cccc(Cl)c1
    i, -11, -4, 10, 0.9, -9, -1, 0.7, 9, 1
- O=C(NC1CCCC1)c1ccc(CS(=O)Cc2ccc(Cl)cc2)o1 (stereo not drawn)
    i, -1, 5, 4, -2.1, 0, 1, -0.2, 9, -1
- CC(C)C(NC(=O)c1ccccc1NC(=O)c1ccco1)C(=O)NNC(=O)c1ccncc1 (stereo not drawn)
    i, -7, -1, 3, -2.5, 3, 0, 2.2, -12, 1
- Cc1ccc(S(=O)(=O)N2CCN(C(=O)COC(=O)CNC(=O)c3ccc(Cl)cc3Cl)CC2)c(C)c1
    i, 36, -1, -12, -0.2, 4, 1, -0.3, 6, 1
- Nc1nc(N)c(C=Nc2ccc(Br)cc2)c(Nc2ccc(Br)cc2)n1
    i, 1, -5, 9, 1.0, 36*, -20, 0.5, 1, -9

Results in SKN-1 block and DNMT1 block, for three of the compounds above:
SMILES,SKN-1 block,DNMT1 block
COc1cc(CC(=O)Oc2ccc3c(c2)OCO3)cc(OC)c1OC,-18,1
COc1cccc(-c2nn[nH]n2)c1O,12,0
CSCc1c(C(=O)OCC(=O)c2ccc[nH]2)oc2ccccc12,-8,2

(listing goes on)
Each structure is followed by: Neddylation inh, Scp-1 inhibitor, SUMO1 PPI mod, SKN-1 block, LMPTP block, NadD block, DNMT1 block, Tb MetRS inh, NRP1-CendR mod, STEP block
- CCCn1c(NC(=O)CCS(=O)(=O)c2ccc(C)cc2)nc2ccccc21
    i, 4, 8, 5, -0.3, 8, -2, -0.5, -108, 0
- CC1(C(=O)Nc2ccc3c(c2)OCO3)CCN1C(=O)c1ccco1 (stereo not drawn)
    i, ., 2, -3, -2.0, 1, -1, -0.3, 11, 2
- CCN(CC)C(=O)CNC(=O)c1nn(-c2ccc(OC)c(Cl)c2)c(=O)c2ccccc12
    i, -19, -8, 6, 0.7, 9, -2, -0.5, -9, 3
- CCN(CC)S(=O)(=O)c1ccc2oc(SCC(=O)NC3CC3)nc2c1
    i, -5, 0, 23, 0.4, -5, 5, -0.1, -2, 7
- CCS(=O)(=O)Nc1cccc(C2=NN(S(=O)(=O)CC)C(c3ccccc3)C2)c1 (stereo not drawn)
    i, -6, -2, 8, -0.4, -1, 1, 0.4, -200, -2
- CC(=Nc1ccccc1)c1sc2ccccc2c1O
    +, -8, -22, 24, -1.9, -4, -2, -1.2, -44, 6
- COc1ccccc1CCC(=O)N(Cc1ccccc1)c1c(N)n(Cc2ccccc2)c(=O)[nH]c1=O
    i, -11, 0, -16, 1.0, 3, -3, 0.1, 11, -2
- CCOC(=O)C1CCc2c(ccc3ccccc23)N1CCC#N (stereo not drawn)
    +, ., -12, -15, 0.5, 1, 1, 0.2, -10, 5
- CCn1c(SCC(=O)Nc2nonc2C)nnc1-c1ccoc1C
    i, -2, -2, 3, -0.7, -2, -4, -0.1, 3, 2
- CN1CCCCC1(C)C(=O)NCc1ccc(C(C)(C)C)cc1 (stereo not drawn)
    i, ., -2, 2, -0.5, 0, 6, -0.3, -10, 2
- CCOc1cc(/C=N/NC(=O)C2CCCC2)ccc1OC(C)C
    i, -5, -13, 8, 0.8, -4, 0, -0.2, -4, 0
- Cc1nc2nc(C)c(NS(=O)(=O)c3ccc(C(C)(C)C)cc3)c(=O)n2[nH]1
    i, -3, 4, -4, -2.2, 5, 3, -0.4, 3, 0
- N#CCCN(C(=O)COC(=O)CNS(=O)(=O)c1ccc2ccccc2c1)c1ccccc1
    i, -5, -5, 7, -1.0, -5, -1, -0.1, 6, 1
- C[C@@H](C(=O)Nc1ccc(OC(F)F)c(Cl)c1)N1C(=O)C2CC=CCC2C1=O (stereo partly drawn)
    i, -15, 2, 7, 1.5, -6, -9, 0.3, 16, 11
- CC(=O)Nc1cccc(NC(=O)CN2c3cccc4cccc(c34)S2(=O)=O)c1
    +, -3, -14, 10, 1.0, 0, -15, -0.2, 10, 0
- Cc1ccc(C(=O)NC(=S)Nc2ccc3[nH]c(=O)[nH]c3c2)cc1C
    i, 0, -1, -12, -0.1, 4, -1, -0.4, -11, -2
- Cc1nn(C2CCS(=O)(=O)C2)c2nc(C3CC3)cc(C(=O)Nc3cccc(C#N)c3)c12 (stereo not drawn)
    i, -5, -1, 10, -0.1, 1, 1, -0.3, -2, 2
- Cc1ccc(CN(C)C(=O)c2ccccc2NC(=O)c2ccccc2)o1
    i, 0, -3, -22, -0.6, -2, -1, -0.5, 6, -3
- CCC(=O)N1CCN(c2ccc(NC(=O)COc3cccc(C)c3C)cc2)CC1
    i, 4, 3, -1, 5.2, 0, -8, -0.5, -3, 0
- O=C(COC(=O)C1CCN(S(=O)(=O)c2ccc3c(c2)OCCO3)CC1)Nc1ccccc1OC(F)F
    i, -10, 1, 6, 1.3, -1, -7, -0.6, 0, 1
- O=C(Cc1ccc(S(=O)(=O)N2CCOCC2)s1)NCCOc1ccccc1
    i, 1, -8, 1, 1.5, 2, -2, -0.2, -4, 0
- Cc1ccccc1CN1C(=O)CN(S(C)(=O)=O)CC1(C)C(=O)NC(C)C (stereo not drawn)
    i, ., 0, -13, -1.1, ., ., -1.1, -8, .
- COc1cc(/C=N/O)ccc1OCc1ccccc1Cl
    i, -7, -3, 17, -0.5, -5, 0, 0.1, 17, -2
- COc1cc(C#N)c(NS(=O)(=O)c2ccc3[nH]c(=O)sc3c2)cc1OC
    i, -2, 8, 8, -1.0, -2, 3, 0.0, 2, -1
- CCc1cc(C)c(O)c(CC)n1
    i, -3, 0, 7, 0.2, 1, 2, -0.1, 7, 1
- COC(=O)Cc1cc(=O)[nH]c(/N=C(\N)Nc2cccc(C)c2)n1
    i, -8, 5, 0, 0.6, -5, 0, 0.3, 10, 3
- COc1ccc(CN(C)C(=O)c2cccc(NC(=O)CC3SC(N4CCCCC4)=NC3=O)c2)c(OC)c1 (stereo not drawn)
    i, -3, -6, -8, -0.7, 1, 1, -0.3, -9, 0
- COC(=O)c1[nH]c2cc(C)ccc2c1NC(=O)CN1CCN(c2ccccc2OC)CC1
    i, -3, -6, -3, 0.1, 5, -8, -0.3, -14, 2
- CC(C)c1ccc(NC2CCCN(C(=O)c3ccoc3)C2)cc1 (stereo not drawn)
    i, 3, 3, -7, 1.8, -4, 1, -1.0, 0, 4
- CCN(CC(=O)NCc1ccc(F)cc1)C(=O)C1CCN(S(=O)(=O)c2ccc(C(C)C)cc2)CC1
    i, -1, 3, -11, 0.8, -3, 2, -0.6, 8, 2
